High-throughput results as filed in PubChem.
VIM-2 inh – VIM-2 metallo-beta-lactamase inhibitors, primary screen, biochemical, epi-absorbance readout, Pseudomonas aeruginosa enzyme; purified VIM-2, nitrocefin hydrolysis, epi-absorbance fluorescence; inhibition, % at 5.6 µM; hit rate 0.89% among 290,000; AID 1527, 2009;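 active = inhibition above the mean of all tested compounds plus 3 SD, cutoff set per screening run, cut at about 7.5% in these data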;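 note: red hydrolysis product quenches plate fluorescence so inhibitors raise well fluorescence; 0% = enzyme with DMSO and 100% = DMSO without enzyme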
CRFBP-R2 block – antagonists of CRF-BP/CRF-R2 complex, primary screen, cell-based, HEK293, calcium dye fluorescence, uHTS. CRF-induced calcium fluorescence. AID 588475, 2011. inhibition, % at 11.8 µM. hit rate 0.59% among 350,000;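 active = inhibition of the ligand-induced calcium signal above about 50% at the single tested concentration, limit read from the data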
GalR3 antag – GalR3 antagonists in HEK293 cells, primary screen, cell-based, fluorescence readout; Galanin receptor type 3 (Homo sapiens), O60755; HEK293 GalR3-CNG cAMP membrane potential fluorescence; galR3 body fused to GalR1 C-terminus; inhibition, % at 3 µM; hit rate 0.44% among 360,000; AID 651719, 2012;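 active = inhibition above the screen-wide average plus 3 SD, cut at about 13% in these data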;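 note: forskolin and galanin both at EC90 stimulate the cells; cAMP rise reported by CNG channel membrane potential dye signal; 0% = forskolin plus galanin with DMSO and 100% = forskolin alone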
Target sequence (O60755 1-299 limits assumed): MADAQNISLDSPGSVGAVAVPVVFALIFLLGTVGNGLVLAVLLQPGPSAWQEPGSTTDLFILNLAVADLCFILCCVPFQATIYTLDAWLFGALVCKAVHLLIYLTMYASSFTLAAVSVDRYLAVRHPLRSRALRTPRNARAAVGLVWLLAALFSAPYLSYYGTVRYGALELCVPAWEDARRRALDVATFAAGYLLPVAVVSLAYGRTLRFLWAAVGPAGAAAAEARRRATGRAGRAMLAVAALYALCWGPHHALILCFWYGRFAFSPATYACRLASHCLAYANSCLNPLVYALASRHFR
pCIP destab – p/CIP-EGFP fusion destabilizers, primary screen, fluorescence, F442A cells | Q05BA5 | 16 h | decrease of EGFP signal, % at 10 µM | hit rate 0.01% among 290,000;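 active = EGFP signal decrease of at least 30% at 10 µM or well 3 SD below plate mean, unless failing retest; inactive = the rest, including hits failing retest or dose response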; note: some compounds called inactive have numbers as strong as hits; many of its hits are not listed in these tables
NS3 helicase inh – inhibitors of HCV NS3 helicase, primary screen, biochemical, Cy5 molecular beacon fluorescence; inhibition, % at 10.9 µM; Hepatitis C virus NS3 helicase; hit rate 0.56% among 290,000; NS3 helicase DNA unwinding;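 active = inhibition above the mean of all tested compounds plus 3 SD, set per campaign, cut at about 35% in these data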;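 note: 0% = DMSO wells and 100% = thioflavine S control wells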
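Material: hepatitis C virus NS3 helicase domain fragment enzyme; measured by: Cy5 fluorescence, 0 and 60 min reads; control set: DMSO and thioflavine S; incubation: 60 min unwinding reaction at 25 °C after ATP addition; read-out basis: % inhibition from 60/0 min fluorescence ratio, DMSO 0%, thioflavine S 100%; repeats: singlicate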
SUMO HTRF inh – inhibitors of in vitro SUMOylation cascade, primary screen, biochemical, HTRF, uHTS. hit rate 0.36% among 290,000. SUMO-conjugating enzyme UBC9 (Homo sapiens), P63279. HTRF SUMOylation assay, SAE1/SAE2 + UBC9. inhibition, % at 35 µM; in the data active = inhibition above about 50%, passing the limit was not always enough; note: strong numbers were not always called active
Target sequence (P63279 whole entry, looked up): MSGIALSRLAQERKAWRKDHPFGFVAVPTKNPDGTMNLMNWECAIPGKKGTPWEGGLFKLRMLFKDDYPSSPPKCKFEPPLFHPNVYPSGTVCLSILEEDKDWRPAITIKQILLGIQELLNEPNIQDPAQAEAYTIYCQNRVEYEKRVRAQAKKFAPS
IMP-1 inh – IMP-1 metallo-beta-lactamase inhibitors, primary screen, biochemical, epi-absorbance readout, Pseudomonas aeruginosa enzyme | AID 1556, 2009 | hit rate 0.45% among 290,000 | purified IMP-1, nitrocefin hydrolysis, epi-absorbance fluorescence | inhibition, % at 5.6 µM | metallo-beta-lactamase IMP-1 (Pseudomonas aeruginosa);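 active = inhibition above the mean plus 3 SD of all compounds in the same screening run, cut at about 4.5% in these data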;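 note: 0% = IMP-1 with DMSO and 100% = DMSO wells lacking enzyme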
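Material – recombinant IMP-1 enzyme, purified · Amount – IMP-1 0.2 nM before substrate addition · Medium – HEPES buffer pH 7.1 with ZnSO4 and Brij 35 · Timing – 25 °C, 15 min preincubation, 25 min reaction · Measured by – plate fluorescence quenching by hydrolysis product, ex 480/em 530 nm · Read-out – percent enzyme inhibition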
IDE inh – human IDE inhibitors in live cells, primary screen, fluorescence polarization, HEK cells, FAbetaB substrate | FAbetaB cleavage | inhibition, % at 5.59 µM | hit rate 0.41% among 320,000 | AID 434962, 2010;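 active = percent inhibition above the average of all tested compounds plus 3 SD, set per screening campaign, cut at about 16% in these data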;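 note: IDE supplied by intact live HEK cells; FP after avidin binding of uncleaved biotin substrate so inhibition keeps polarization high; 0% = DMSO wells and 100% = 60 µM reference IDE inhibitor Ii1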
IDE cell activ – human IDE activators in live cells, primary screen, fluorescence polarization, HEK cells, FAbeta-B substrate. activation, % at 5.96 µM. FAbeta-B cleavage; 0% vehicle, 100% cell-free pure enzyme wells. Insulin-degrading enzyme (Homo sapiens), P14735. hit rate 0.073% among 340,000;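 active = activation above the mean of all tested compounds plus 3 SD, set per screening campaign, cut at about 17% in these data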
The depositor's hits bear a star; . = not tested or not shown.

SMILES | VIM-2 inh | CRFBP-R2 block | GalR3 antag | pCIP destab | NS3 helicase inh | SUMO HTRF inh | IMP-1 inh | IDE inh | IDE cell activ
S=C(c1ccccc1)N1CCCC1 | -0.2 | 7 | -7 | 5 | 1 | 10 | -3.7 | -2 | 3
C[n+]1c2n(c3ccccc31)N=C(c1ccc(Br)cc1)CS2 | -1.5 | -7 | -4 | -8 | -1 | 5 | -3.7 | 2 | 2
CCOC(=O)N1CCN(C(=O)c2cn(C)c3ccc(S(=O)(=O)N4CCC(C)CC4)cc3c2=O)CC1 | -1.1 | 10 | -6 | 6 | -8 | -21 | -1.6 | -2 | -4
COC(=O)c1c(C)[nH]c(C(=O)COC(=O)Cc2ccc3c(c2)OCCO3)c1C | -1.4 | -20 | 5 | -9 | -2 | -9 | -5.5 | 7 | -2
Cc1ccc(C(=O)N2C3C=CC(C3)C2(C(F)(F)F)C(F)(F)F)cc1 (stereo not drawn) | -0.8 | 10 | -2 | 2 | 9 | -2 | -1.5 | 4 | -7
O=C(Nc1ccsc1C(=O)O)c1ccccc1 | 0.5 | -5 | -10 | 3 | 3 | 6 | -0.7 | 2 | -9
O=S(=O)(Nc1ccc(F)cc1Cl)c1ccc(-c2cnc(C3CC3)o2)cc1 | -1.0 | -1 | 5 | -14 | -1 | 9 | 0.6 | 4 | 3
O=C(NC1CCCC1)C1CCN(C(=O)c2cc(Cl)ccc2Cl)CC1 | -0.8 | -4 | -6 | -18 | 0 | 4 | -2.9 | -4 | 1
Cc1cc(C(=O)CN2CCCCC2)c(C)n1-c1ccc(F)cc1 | -1.2 | 13 | -5 | -3 | -11 | 14 | 1.4 | -6 | 1
O=C(CN1CCN(Cc2ccccc2)CC1)NC(c1ccccc1)c1ccccc1 | -0.4 | 31 | -6 | 3 | -20 | -7 | 0.3 | 7 | 1
O=C(NCCN1CCOCC1)c1ccccc1[N+](=O)[O-] | -4.2 | 1 | -2 | -17 | 0 | 5 | -2.8 | -1 | -1
COc1ccccc1N/C=C/C(=C(C#N)C#N)N(C)C | 2.0 | -6 | -3 | -3 | 8 | 12 | 1.2 | -1 | 2
COc1cc(NC(=O)C2C3C=CC(C3)C2C(=O)O)ccc1NC(=O)c1ccccc1 (stereo not drawn) | -1.8 | 5 | -1 | -6 | 2 | 15 | -0.9 | 2 | -3
O=[N+]([O-])c1ccc(C(O)CN2CCN(c3ccccc3)CC2)cc1 (stereo not drawn) | -3.3 | -14 | -3 | -5 | 3 | 1 | -1.9 | 2 | -1
CCn1c(Cc2ccc(OC)cc2)nnc1SCC(=O)NC1CC1 | -2.4 | 9 | -5 | -9 | 7 | 4 | -4.1 | 6 | 5
O=C(Nc1nnc(CCc2ccccc2)s1)c1ccc(F)cc1 | -4.7 | -44 | -9 | 2 | 12 | 9 | -2.7 | -5 | -1
CCc1ccc2c(c1)CCCN2C(=O)c1ccccc1C(=O)O | -1.3 | 2 | -3 | -5 | -4 | 16 | -0.1 | 0 | 0
Cc1ccc(CC(=O)NCC2CCCCC2)cc1 | -0.6 | 18 | . | -14 | 1 | 0 | -0.6 | 3 | -1
O=C(CCc1nnc(CCC2CCCCC2)o1)NCCc1ccccn1 | -4.0 | -15 | -1 | -6 | -5 | -1 | -3.3 | 2 | 2
O=C(O)C1C2C=CC(C2)C1C(=O)Nc1ccc(C(=O)N2CCCCC2)c(Cl)c1 (stereo not drawn) | -3.8 | -9 | -2 | 5 | -2 | 1 | -2.0 | -1 | 5
CCOC(=O)N1CCC(NC(=O)c2ccc3c(c2)sc2nc(-c4ccc(OC)cc4)cn23)CC1 | -1.2 | . | . | -9 | -7 | 30 | -2.1 | 4 | .
O=C(CCN1C(=O)c2ccccc2S1(=O)=O)N1CCN(c2ccccc2)CC1 | -1.0 | 11 | 2 | 5 | -3 | -9 | -1.4 | 6 | 0
COc1cccc(-c2nnc(SCN3C(=O)c4ccccc4C3=O)n2C)c1 | -5.5 | 11 | -9 | -3 | 3 | 1 | -2.5 | -4 | 4
COc1ccc(NC(=O)c2nn(C)c(=O)c3ccccc23)cc1S(=O)(=O)Nc1ccccc1Cl | -3.2 | -28 | -5 | 0 | 0 | 5 | -2.0 | 5 | 1
CC1=C(C(=O)OC(C)C)C(c2c(O)ccc3ccccc23)NC(=O)N1 (stereo not drawn) | -4.0 | 3 | 1 | -8 | -1 | 15 | -4.9 | -5 | -4
Next entries:
SMILES | VIM-2 inh | CRFBP-R2 block | GalR3 antag | pCIP destab | NS3 helicase inh | SUMO HTRF inh | IMP-1 inh | IDE inh | IDE cell activ
COc1ccc(-c2csc(C)n2)cc1 | -1.7 | 5 | -3 | 8 | 6 | 6 | -0.5 | -1 | 2
COc1ccc(C(=O)NCc2cn3c(C)csc3n2)cc1OC | -4.8 | -15 | -5 | 6 | 2 | -9 | -1.5 | 2 | 1
COC(=O)c1cn(Cc2c(C)cc(C)cc2C)nn1 | -0.6 | 22 | 6 | -9 | 4 | -6 | -1.7 | 4 | 4
COc1ccc2o/c(=N\O)c(C(=O)Nc3ccc(C)cc3)cc2c1 | -0.4 | -4 | -1 | -15 | 7 | 15 | -1.9 | . | -15
O=C(COc1ncnc2cc(Cl)ccc12)c1ccc2c(c1)OCCO2 | -2.6 | 9 | -6 | -7 | -8 | -1 | -3.0 | 11 | 3
Cc1cc(C)nc(SCC(=O)Nc2ccc(S(=O)(=O)Nc3cc(C)on3)cc2)n1 | -2.4 | 13 | 1 | 2 | 6 | -4 | -2.2 | 0 | 0
CCOc1ccc(CCNC(=O)COC(=O)c2cc(OC)c(OC)cc2[N+](=O)[O-])cc1OCC | . | 25 | -3 | . | . | . | . | 1 | 5
N#Cc1c2n(c(=S)n(-c3ccccc3)c1=O)CCCCC2 | 0.9 | -16 | 1 | -6 | -3 | 5 | 0.0 | -2 | -1
Cc1ccc(C(=O)NC(=S)NNC(=O)c2cccc([N+](=O)[O-])c2)cc1 | -2.9 | 21 | -8 | 5 | 8 | -58 | -0.1 | . | 1
COc1cc(CN2CCN(Cc3cn(C)c4ccccc34)CC2CCO)cc(OC)c1 (stereo not drawn) | -4.3 | -14 | -10 | -10 | -26 | 4 | -2.8 | 4 | 1
CCOC(=O)Cn1nc(C)c(NC(=O)c2ccc(Cl)c([N+](=O)[O-])c2)c1C | -1.7 | -18 | -4 | -6 | 1 | 3 | -2.7 | 1 | 4
NS(=O)(=O)c1ccc(CCNC(=O)CSc2nnc3ccccn23)cc1 | -2.1 | 16 | 3 | -7 | 11 | 6 | -5.8 | 8 | 1
CCCCCC(=O)Nc1cc(S(=O)(=O)N2CCOCC2)ccc1N1CCCCC1 | . | 14 | -6 | . | . | . | . | 1 | 3
CCc1nonc1NC(=O)c1oc2c(C)c(C)ccc2c1C | -0.1 | 4 | 0 | -4 | 3 | 8 | -0.1 | -11 | 3
COc1ccc(C(=O)NC2CCCc3ccccc32)cc1OC1CCN(C(C)=O)CC1 (stereo not drawn) | -2.9 | -3 | -8 | -16 | 3 | 10 | -1.6 | -1 | 6
Cc1oc2c(CN3CCCCC3C)c(O)ccc2c(=O)c1-c1ccccc1 (stereo not drawn) | -1.5 | 12 | -10 | -8 | -11 | 32 | -1.2 | -4 | 4
Cc1cc(S(=O)(=O)Nc2ccc(N3CCOCC3)cc2)ccc1Br | -3.1 | -20 | -6 | 12 | -4 | -19 | -3.1 | -3 | 1
CCCN(CC(=O)Nc1ccc(F)c(F)c1F)C(=O)c1ccc(=O)n(Cc2ccccc2)n1 | . | 8 | 1 | . | . | . | . | -4 | 4
Cc1sc2ncnc(N[C@@H](Cc3ccccc3)C(=O)O)c2c1C | -1.5 | 14 | -8 | 1 | 1 | 3 | -1.3 | 2 | 0
Cc1cc(=O)[nH]c(NN=C2CCC(C(C)(C)C)CC2)n1 (stereo not drawn) | -2.2 | -1 | -7 | -4 | 6 | 21 | -3.1 | 0 | 6
Cc1cccc(Cc2nnc(CCC(=O)N3CCCCC3c3nccs3)o2)c1 (stereo not drawn) | 0.8 | 17 | -2 | -10 | 6 | 8 | -2.1 | 4 | 2
Cn1cc(S(=O)(=O)CC(=O)Nc2ccc(Br)cc2)c2ccccc21 | -5.8 | -12 | 1 | 12 | -4 | -12 | -3.1 | -2 | 10
C[C@H](CO)N1C[C@H](C)[C@@H](CN(C)Cc2ccc(C(=O)O)cc2)Oc2c(NC(=O)Cc3ccccc3)cccc2C1=O | . | 0 | -1 | . | . | . | . | -1 | 2
CC(C)CC(C(=O)OCC(=O)Nc1cccc(Cl)c1)N1C(=O)C2CC=CCC2C1=O (stereo not drawn) | -3.8 | -22 | -1 | 1 | -1 | -11 | -3.7 | 2 | 2
O=C(O)CCCNc1ccc([N+](=O)[O-])c(NCCCC(=O)O)n1 | -0.5 | 12 | -4 | -22 | -4 | 11 | -1.4 | 1 | .
Further structures.
SMILES | VIM-2 inh | CRFBP-R2 block | GalR3 antag | pCIP destab | NS3 helicase inh | SUMO HTRF inh | IMP-1 inh | IDE inh | IDE cell activ
Cc1oc2c(O)c(O)ccc2c(=O)c1-c1cnn(-c2ccccc2)c1 | 0.6 | -13 | 0 | -11 | 21 | 13 | -1.3 | 7 | 3
CC1=NN(C(N)=S)C(=O)C1N=Nc1ccc(C)cc1C (stereo not drawn) | -3.3 | . | -3 | 3 | -2 | 3 | -2.8 | 0 | .
C=CCn1c(C)cc(C(=O)COc2ncnc3sccc23)c1C | 0.5 | -19 | -1 | -5 | 2 | 19 | -1.9 | -3 | -2
O=C(c1ccc(-c2cc3ccccc3oc2=O)cc1)N1CCN(c2ccc(Cl)cc2[N+](=O)[O-])CC1 | -0.9 | 1 | 1 | 3 | -5 | 8 | -2.3 | 3 | 0
N#Cc1cccn1-c1nccc(-c2cccs2)n1 | 2.9 | -7 | 3 | -131 | -2 | 9 | -1.3 | -2 | 0
Cc1ccc(OCCNC(=O)/C=C/c2ccco2)cc1C | -0.3 | 8 | -1 | 2 | 7 | 15 | -0.1 | 2 | -3

Individual results from the entries so far.
In IMP-1 inh, O=C(c1ccc(-c2cc3ccccc3oc2=O)cc1)N1CCN(c2ccc(Cl)cc2[N+](=O)[O-])CC1 is listed with -2.3
In IMP-1 inh, Cc1ccc(OCCNC(=O)/C=C/c2ccco2)cc1C is listed with -0.1

Rewritten as tab-separated lines: two of the compounds above
SMILES	VIM-2 inh	CRFBP-R2 block	GalR3 antag	pCIP destab	NS3 helicase inh	SUMO HTRF inh	IMP-1 inh	IDE inh	IDE cell activ
O=C(NCCN1CCOCC1)c1ccccc1[N+](=O)[O-]	-4.2	1	-2	-17	0	5	-2.8	-1	-1
COc1ccc2o/c(=N\O)c(C(=O)Nc3ccc(C)cc3)cc2c1	-0.4	-4	-1	-15	7	15	-1.9	.	-15
